Screening data from PubChem.
RECQ1 helicase: blocks DNA unwinding by human RECQ1; P46063; RECQ1 DNA unwinding, red fluorescence kinetic read; Potency, µM (titrated, usually from 57.3 µM), for the others: at the top dose activity, negative = inhibition, usual class: inhibitors; actives 0.54% (n = 240,000);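 note: plate controls were vehicle for no effect and no enzyme for full effect; nearly all actives have a fitted effect of over 30% in size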
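50 nM RECQ1T1 preincubated 15 min with compound in Tris pH 8.0 buffer with MgCl2, DTT, Tween-20 and 2.5 ug/ml poly(dI-dC); started with 200 nM TAMRA/BHQ-2 forked duplex and 2 mM ATP. Unwinding read as fluorescence (525/598 nm), two reads 2 h apart.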
TexasRed fluor: alters Texas Red total fluorescence, flagging assay interference; TRb/SRC2 Texas Red total fluorescence interference; Potency, µM (doses to about 106 µM), inactives show top-dose fluorescence change, negative = quenching; actives 0.29% (n = 280,000); AID 1479; active = well fitted curve in either direction with a large enough effect; inconclusive = small, poorly fitted or top-dose-only effect
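Human TRb ligand-binding domain at 0.6 uM with 20 nM Texas Red SRC2 peptide in Tris buffer containing 1 uM T3 and 5% DMSO, incubated with compound 5 h at ambient temperature. Total fluorescence (555/632 nm) calculated as parallel + 2 × perpendicular.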
JMJD2E inh: inhibitors of human JMJD2E histone demethylase; AID 2147; Potency, µM (highest dose often 57.1 µM), for the others: at the highest dose activity change, negative = inhibition, hits mostly inhibitors; JMJD2E catalytic domain, FDH-coupled NADH fluorescence (FDH is formaldehyde dehydrogenase); B2RXH2; actives 1.6% (n = 230,000); active = well fitted inhibition curve with a large enough effect, not every such curve was filed as active; inconclusive = small, poorly fitted or top-dose-only effect, or another doubt; inactive = no such curve, though single readings can be large or run the other way;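 note: 0% = wells with enzyme and -100% = buffer wells without enzyme; nearly all actives have a fitted effect of over 50% in size; many of its hits are not listed in these tables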
Target sequence (B2RXH2 1-337 limits assumed): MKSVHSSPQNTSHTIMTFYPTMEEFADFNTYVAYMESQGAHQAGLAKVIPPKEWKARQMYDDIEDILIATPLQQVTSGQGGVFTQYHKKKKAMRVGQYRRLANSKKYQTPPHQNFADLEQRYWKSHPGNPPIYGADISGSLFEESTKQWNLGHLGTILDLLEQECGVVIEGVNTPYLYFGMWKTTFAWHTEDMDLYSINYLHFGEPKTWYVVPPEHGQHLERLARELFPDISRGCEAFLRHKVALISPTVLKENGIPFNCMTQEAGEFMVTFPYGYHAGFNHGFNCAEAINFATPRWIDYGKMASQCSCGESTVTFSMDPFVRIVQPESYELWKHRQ
L3MBTL1 inh: inhibitors of human L3MBTL1. Potency, µM (top dose mostly 57.1 µM), without a hit: at the top dose activity, negative = inhibition, actives largely listed as inhibitors. actives 0.66% (n = 230,000). AlphaScreen L3MBTL1–H3K9me1 peptide binding; note: nearly all actives have a fitted effect of over 60% in size
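Read-out is AlphaScreen signal from streptavidin donor and nickel chelate acceptor beads (10 ug/mL final each) bridging L3MBTL1 (50 nM) and biotinylated K9-monomethylated H3(1-15) peptide (75 nM), after 30 min compound exposure at room temperature.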
TRb-SRC2 inh: disrupts binding of human TR beta to SRC2. P10828. TRbeta-SRC2 peptide binding, fluorescence polarization; receptor liganded with 1 µM T3. Potency, µM (titrated, usually from 106 µM), for inactives: at the top dose activity change, negative = inhibition, hits mostly inhibitors. actives 0.065% (n = 280,000). AID 1469;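 note: plate controls were bound peptide for no effect and peptide without receptor for full effect; nearly all actives have a fitted effect of over 50% in size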
Target sequence (P10828 whole entry, looked up): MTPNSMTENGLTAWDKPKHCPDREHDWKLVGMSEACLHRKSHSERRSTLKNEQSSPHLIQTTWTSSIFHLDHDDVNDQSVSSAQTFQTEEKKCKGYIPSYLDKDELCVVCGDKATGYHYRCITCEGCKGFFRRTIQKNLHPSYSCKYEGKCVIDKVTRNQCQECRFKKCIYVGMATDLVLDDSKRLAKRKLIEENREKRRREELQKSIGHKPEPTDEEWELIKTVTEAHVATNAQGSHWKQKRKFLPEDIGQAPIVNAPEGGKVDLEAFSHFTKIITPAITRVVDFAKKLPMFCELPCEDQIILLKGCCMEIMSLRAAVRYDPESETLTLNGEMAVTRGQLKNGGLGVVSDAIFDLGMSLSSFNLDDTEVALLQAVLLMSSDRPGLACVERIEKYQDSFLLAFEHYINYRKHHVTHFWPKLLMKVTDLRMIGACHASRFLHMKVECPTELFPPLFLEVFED
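Polarization signal, normalized between peptide-alone and full complex controls, measured compound effects on T3-liganded human TRb LBD (0.6 uM) binding 20 nM Texas Red SRC2 peptide after 5 hr.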
Tau fibril FP: blocks human tau fibril formation measured by polarization; K18 P301L tau heparin fibrillization, Alexa594 FP, 6 h; actives 0.39% (n = 280,000); Potency, µM (highest dose often 57.7 µM), for the others: at the highest dose activity, negative = inhibition, usual class: inhibitors; note: nearly all actives have a fitted effect of over 55% in size
Target sequence (P10636 561-689 P618L limits assumed): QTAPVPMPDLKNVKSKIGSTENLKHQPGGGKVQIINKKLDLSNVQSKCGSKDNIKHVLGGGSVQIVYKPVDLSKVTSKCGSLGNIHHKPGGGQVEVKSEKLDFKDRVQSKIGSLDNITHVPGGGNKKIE
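Compound effects on tau fibrillization are measured by Alexa 594 fluorescence polarization (ex 555, em 632 nm). K18 P301L tau is used at 15 uM with 0.24 uM labeled tracer, and 20 uM heparin induces aggregation over 6 hr at 37 C.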
Tau ThT inhib: inhibitors of human tau fibril formation, thioflavin T binding; recombinant tau K18 P301L (four-repeat tau fragment), heparin-induced fibrillization, ThT fluorescence; P10636; Potency, µM (highest dose often 57.4 µM), for the others: at the highest dose activity, negative = inhibition, actives largely listed as inhibitors; actives 2.1% (n = 270,000); note: nearly all actives have a fitted effect of over 55% in size
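In this qHTS, human K18 P301L tau is incubated with compound and heparin for 6 hr at 37 C, and Thioflavin T fluorescence then reports fibril load.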
RGS12 GoLoco inh: RGS12 GoLoco-Gai1 interaction inhibition. P63096. Gai1:RGS12 GoLoco peptide FP, rhodamine, 10 min. Potency, µM (doses to about 61.6 µM), inactives show top-dose activity, negative = inhibition, hits mostly inhibitors. actives 0.44% (n = 230,000). AID 880; active = well fitted inhibition curve with a large enough effect, not every such curve was filed as active; inactive = no such curve, though single readings can be large or run the other way; note: nearly all actives have a fitted effect of over 30% in size; many of its hits are not listed in these tables
Starred values were filed as active, the others as inactive; i = inactive; ? = inconclusive; / = no result given; [ ] = dose if it differs, or a comment. Unless noted, calls come from the whole dose curve; as a rule, active = well fitted curve in the direction sought with a large enough effect; inconclusive = small, poorly fitted or top-dose-only effect, or another doubt; inactive = no such curve, though single readings can be large; an effect the other way counts as inactive or inconclusive. Unless noted, % is set by controls: 0 for no effect and ±100 for the full control effect; potency is the fitted concentration of half-maximal effect. Not all compounds are listed; rates above refer to the full screens.

molecule	RECQ1 helicase	TexasRed fluor	JMJD2E inh	L3MBTL1 inh	TRb-SRC2 inh	Tau fibril FP	Tau ThT inhib	RGS12 GoLoco inh
CCc1nc2c(n1O)CCc1nonc1-2	-6%	1%	-1%	-2%	4%	-8%	-8%	4%
Cc1ccc(-c2cc(C(=O)Nc3c(C#N)cnn3C)no2)cc1	i	-3%	4%	4%	-3%	-5%	-12%	11%
CCC(c1nnnn1Cc1ccco1)N1CCN(C(=O)c2ccco2)CC1 (stereo not given)	-11%	-5%	-6%	2%	-2%	4%	-4%	1%
CCN(CC)c1ccc(NC(=O)c2ccco2)c(C)c1	-6%	-3%	-6%	-4%	-9%	8%	-5%	-7%
CC(=O)N1CCOc2cc(S(=O)(=O)N(C)Cc3ccccc3)c(Cl)cc21	/	?	/	/	-1%	-12%	4%	/
CCc1c(C)nc2ncnn2c1N1CCC(C(=O)NCc2cccc(OC)c2)CC1	1%	2%	-4%	/	-3%	-2%	-13%	9%
CCc1nnc(NS(=O)(=O)c2ccc(Nc3ccc([N+](=O)[O-])c4nonc34)cc2)s1	25%	-6%	-1%	?	0%	4%	14µM*	129%[activator]
NC(=O)CC(NC(=O)Cc1ccc(Br)cc1)c1ccc(NCCc2ccccc2F)c([N+](=O)[O-])c1 (stereo not given)	21%	-3%	-13%	/	13%	?	?	3%
O=S(=O)(CCc1nc2ccccc2o1)c1ccc(Cl)cc1	2%	0%	4%	-8%[11.4 µM]	4%	6%	-6%	-1%
O=C(Nc1cnc2sccn2c1=O)c1ccccc1Cl	-9%	3%	11%	?	4%	1%	-12%	1%
CCn1c(=O)c2cc(C(=O)NCc3ccc(F)cc3Cl)sc2c2ccccc21	/	-3%	/	/	-9%	5%	4%	/
Cc1cc(N2CCCC2)c(C)cc1C=O	i	-1%	1%	/	-5%	3%	-10%	17%
O=C(Nc1ccc(Cl)cc1)c1cc(S(=O)(=O)N2CCCc3ccccc32)ccc1F	/	-1%	/	/	5%	?	5%	/
CC(C)(C)NC(=O)NC(=O)COC(=O)COc1ccc(Cl)cc1Cl	-4%	-1%	8%	7%	1%	0%	-3%	-4%
COC(=O)c1cn(NC(=O)c2ccc(OC)c([N+](=O)[O-])c2)c(=O)c2ccccc12	-7%	0%	-2%	-6%	8%	2%	-7%	5%

Record cards, from the list above. Order of screens: RECQ1 helicase | TexasRed fluor | JMJD2E inh | L3MBTL1 inh | TRb-SRC2 inh | Tau fibril FP | Tau ThT inhib | RGS12 GoLoco inh
O=S(=O)(CCc1nc2ccccc2o1)c1ccc(Cl)cc1 in the list: 2% | 0% | 4% | -8%[11.4 µM] | 4% | 6% | -6% | -1%
CCC(c1nnnn1Cc1ccco1)N1CCN(C(=O)c2ccco2)CC1 (stereo not given) in the list: -11% | -5% | -6% | 2% | -2% | 4% | -4% | 1%
O=C(Nc1cnc2sccn2c1=O)c1ccccc1Cl in the list: -9% | 3% | 11% | ? | 4% | 1% | -12% | 1%

Next part:
molecule	RECQ1 helicase	TexasRed fluor	JMJD2E inh	L3MBTL1 inh	TRb-SRC2 inh	Tau fibril FP	Tau ThT inhib	RGS12 GoLoco inh
O=C(c1ccccc1)N1CCCCC(Sc2nnc3ccccn23)C1=O (stereo not given)	i	-2%	-3%	5%	-12%	-1%	-1%	2%
CCOC(=O)C(=O)N(CC)C1CCS(=O)(=O)C1 (stereo not given)	-1%	1%	3%	-1%	-3%	-4%	0%	6%
Cc1ccc(NC(=O)Cn2cc(S(=O)(=O)Cc3ccc(F)cc3)c3ccccc32)cc1Cl	/	2%	/	/	7%	-13%	-2%	/
COc1ccccc1-c1coc2c(CN3CCN(C)CC3)c(O)ccc2c1=O	0%	-2%	?	/	-6%	2%	-9%	1%
COC(=O)c1ccc(NC(=O)c2cnn(-c3ccc(Cl)cc3)c2C2CCN(C(=O)OC(C)(C)C)CC2)cc1	/	?	/	/	-2%	?	-1%	/
O=C(CSc1ncc(-c2ccccc2)n1C1CCCC1)N1CCc2ccccc21	-9%	0%	-1%	-10%	-8%	-3%	?	4%
Cc1cccc(NS(=O)(=O)c2ccc3c(c2)NC(=O)CC(=O)N3)c1	-1%	-5%	1%	0%	2%	7%	-4%	6%
COc1ccc(C2C(C(=O)NCc3ccccn3)c3cc(OC)c(OC)cc3C(=O)N2C)cc1 (stereo not given)	-2%	-3%	-4%	/	-19%	6%	-1%	-2%
Cc1[nH]c2ccccc2c1/C=N\NC(=O)CNc1ccc2c(c1)OCO2	-8%	-5%	-13%	-11%	1%	-2%	16µM*	4%
O=C(CN1CCN(C2CCCCC2)CC1)c1c[nH]c2ccccc12	-1%	-1%	-2%	-8%	8%	3%	13%	-24%
O=C(NC12CC3CC(CC(C3)C1)C2)C1CC(=O)N(c2ccc(Br)cc2)C1 (stereo not given)	-4%	0%	-4%	/	-2%	-4%	-7%	11%
O=C(Cc1ccc(F)cc1)NCC1CCCO1 (stereo not given)	11%	-6%	89%[activator]	4%	-1%	-9%	-16%	51%[activator]
CCN(CC)CCN(Cc1cc2cc3c(cc2[nH]c1=O)OCCO3)C(=O)NC1CCCCC1	0%	-5%	?	/	-17%	-8%	-18%	3%
O=C(CN1C(=O)NC(Cc2ccccc2)C1=O)Nc1ccc(F)cc1 (stereo not given)	-3%	0%	8%	3%	-10%	-2%	3%	1%
Cn1nnnc1Sc1ncnc2scc(-c3ccc(F)cc3)c12	-13%	-1%	-9%	44%[activator]	-12%	-6%	?	83%
Cc1ccc(NC(=O)CSc2nnc3nc(C)cc(C)n23)cc1	/	-21%	/	/	2%	-2%	-9%	/
CC(C)(O)C#Cc1ccc(C(=O)NCCc2ccc(S(N)(=O)=O)cc2)cc1	-3%	-1%	7%	15%	-8%	-6%	-8%	-2%
CCc1nnc2n1N(C(C)=O)C(c1ccc(C(C)(C)C)cc1)=C(C(C)=O)S2	/	-2%	/	/	-3%	-5%	?	/
COc1cc2[nH]c(=S)n(CCN3CCOCC3)c(=O)c2cc1OC	-4%	-3%	-7%	-6%	-9%	6%	-2%	-9%
Cc1ccc(CNC(=O)CN(C)S(=O)(=O)c2cnc[nH]2)cc1	-3%	-1%	-3%	5%	-4%	-14%	0%	5%
CN1CCN(c2ccccc2NC(=O)c2c(F)cccc2F)CC1	1%	-4%	13%	-3%	3%	3%	5%	-5%
O=C(Nc1ccc(Oc2ccccc2)cc1)C1CCN(c2ncccn2)CC1	0%	2%	-2%	5%	-16%	-2%	-3%	7%
CCc1ccccc1NC(=O)CSc1nc2c(c(=O)[nH]1)CN(Cc1ccccc1OC)CC2	/	-1%	/	/	3%	-1%	-12%	/
CCCC(C)C(=O)NCc1ccccc1OC (stereo not given)	-8%	-1%	3%	5%	-6%	-1%	-11%	2%
Nc1nc2ccccc2n1/N=C/c1ccc(-c2ccccc2)o1	-3%	-6%	1%	-10%	7%	-8%	?	21%
CCOC(=O)CNc1ncnc2c1nnn2C	/	0%	/	/	5%	0%	-4%	/
CCSC1=N/C(=C\c2ccc3c(c2)OCO3)C(=O)S1	-4%	1%	-11%	?	2%	-11%	?	-6%
O=C1N=C(N2CCCC2)S/C1=C\c1cn[nH]c1-c1ccccc1	i	1%	-21%	2%	-1%	-9%	-9%	12%
CC(=O)NCCc1cc2ccc(C)c(C)c2[nH]c1=O	-7%	-8%	?	-3%	-9%	-9%	-8%	3%
Cc1ccc(S(=O)(=O)N2CCOCC2)cc1NC(=O)CSc1nc2ccccc2c(=O)n1Cc1ccccc1	-3%	-4%	-29%	-5%	3%	-3%	-5%	9%
Cc1oncc1-c1cn2ccccc2n1	-6%	-6%	?	/	0%	-2%	-12%	4%
CCOC(=O)c1c(S(=O)(=O)N2CCC(C(=O)N3CCN(c4cc(C)ccc4C)CC3)CC2)c(C)n(C)c1C	/	-3%	/	/	-2%	7%	-12%	/
CCC(C)NC(=O)C1CCN(S(=O)(=O)c2ccc3c(c2)CCCN3C(C)=O)CC1 (stereo not given)	/	2%	/	/	3%	-1%	-2%	/
CC1(C)Cc2nc3oc4c(N5CCOCC5)ncnc4c3cc2CO1	i	0%	-4%	0%	9%	9%	-3%	-10%
O=C(O)C1=C[C@@H](c2csc3ccccc23)C[C@@H](OCCCCO)O1	-3%	0%	-3%	9%	-3%	0%	-7%	1%
NC(=S)N=Nc1c(O)[nH]c2c(Br)cc(Br)cc12	11%	0%	-4%	-13%	4%	16%	7.9µM*	14%
Cc1ccc(OCCCn2c(-c3ccc(Cl)cc3)nc3ccccc3c2=O)cc1C	/	-2%	/	/	5%	0%	-4%	/
Cc1ccc(S(=O)(=O)NC(C)CCc2ccccc2)cc1 (stereo not given)	-2%	-1%	-4%	11%	-2%	-3%	-18%	4%
Cc1ccc(C)c(CN2CCC(CNC(=O)c3cc4ccc5cccnc5c4[nH]3)CC2)c1	/	-1%	/	/	0%	-5%	4%	/
N#C/C(=C\c1ccc(OCc2ccc(F)cc2)cc1)C(=O)Nc1cccc(C(=O)O)c1	i	0%	-20%	/	-19%	3%	?	-5%
Cc1nnc(SCCn2c(N3CCN(C)CC3)nc3c2c(=O)[nH]c(=O)n3C)s1	-14%	0%	-3%	5%	-4%	0%	-5%	3%
O=C(Cn1cnc(S(=O)(=O)N2CCCC2)c1)Nc1ccc(OC(F)(F)F)cc1	/	-5%	/	/	2%	-3%	3%	/
O=C(Cn1cccc1)NCc1cccs1	4%	3%	10%	-1%	-5%	-4%	-6%	8%
CCCn1c(SCC(=O)Nc2ccc(C(=O)Nc3ccccc3OC)cc2)n[nH]c1=O	-14%	-1%	-6%	/	-14%	-14%	0%	5%
CCOc1ccc(NC(=O)N(CCCN2CCOCC2)Cc2cccnc2)cc1	i	1%	-10%	/	-20%	-3%	-8%	12%
CCc1cccc(C)c1NC(=S)N(CCN(C)C)C(C)c1cccnc1 (stereo not given)	0%	-6%	-3%	/	0%	3%	-19%	4%
Cc1ccc(NCC(O)C(O)C(O)CO)cc1C (stereo not given)	6%	-2%	-10%	0%	-1%	-9%	-12%	-4%
